MCF10A rereplic = inducers of DNA re-replication in MCF 10A breast cells | MCF 10A DNA re-replication, Hoechst nuclear intensity, 48 h | Potency, µM (doses to about 46.1 µM), for inactives: top-dose activity, positive = re-replication, hits mostly activators | actives 2.9% (n = 350,000); further: potency means the concentration at half of the fitted maximal effect; % of control where 0% means no effect; nearly all actives have a fitted effect of over 50% in size
IL1B secr inh = inflammasome signaling inhibition, IL-1 beta readout | activity change, % at 57.5 µM | actives 4.7% (n = 360,000) | AID 743279 | THP-1 LPS/ATP IL-1B secretion, AlphaLISA, 16 h; hits give low values; in the data active means activity change below about -50%; inconclusive means mostly about -30% to -49%; further: on the % scale 0 is the no-effect control and ±100 the full control effect
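THP-1 cells pretreated 1 hr with compounds (up to 57.5 uM final), then stimulated with LPS (250 ng/mL final) plus ATP (1.25 mM final); secreted IL-1B measured by AlphaLISA after 16 hr, decreased signal indicating inhibition.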
HT1080 IDH1KD tx = toxicity to HT-1080 IDH1 knockdown cells (counter line); Potency, µM (series often up to 46.1 µM), for the others: at the top dose activity, negative = toxicity, actives largely listed as cytotoxic; AID 686971; HT-1080 IDH1 knockdown viability, ATP luminescence, 48 h; actives 2% (n = 360,000);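 further: potency means the concentration at half of the fitted maximal effect; 0% = DMSO wells and -100% = cell-free medium wells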
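After a 2 h attachment period, IDH1KD HT-1080 cells took pin-transferred compound for 48 h at 37 °C; ATP-based luminescence after 10 min room-temperature reagent incubation reported viability.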
HT1080NT lethal = kills 2HG-producing HT-1080-NT fibrosarcoma cells | HT-1080-NT fibrosarcoma viability, CellTiter-Glo ATP luminescence, 48 h | Potency, µM (doses to about 46.1 µM), for the others: at the highest dose activity, negative = less viability, hits mostly cytotoxic | actives 1.6% (n = 360,000) | AID 686970;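 further: NT is the 2HG producing partner of a matched IDH1 knockdown line; potency means the concentration at half of the fitted maximal effect; 0% = DMSO-treated cells and -100% = media-only wells without cells; nearly all actives have a fitted effect of over 55% in size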
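A 48-hour cytotoxicity screen used HT-1080-NT cells plated 2 hours before compound delivery. ATP-based CellTiter-Glo luminescence measured viability, normalized to DMSO and no-cell controls.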
KB-3-1 tox = kills parental KB-3-1 adenocarcinoma cells; KB-3-1 viability, CellTiter-Glo ATP luminescence, 72 h; actives 1.4% (n = 400,000); AID 1347075; Potency, µM (series often up to 46.1 µM), inactives show at the highest dose activity change, negative = cytotoxic, most hits filed as cytotoxic; further: potency means the concentration at half of the fitted maximal effect; on the % scale 0 is the no-effect control and ±100 the full control effect; nearly all actives have a fitted effect of over 60% in size
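KB-3-1 parental drug-naive adenocarcinoma cells in DMEM/10% FBS, incubated 72 h at 37 C with pin-transferred compounds across a concentration series. Viability by CellTiter-Glo luminescence; concentration-response curves fitted after normalization.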
ATXN2 expr inh = inhibitors of ATXN2 expression; HEK-293 ATXN2-luciferase reporter, luminescence, 24 h; Potency, µM (doses to about 57 µM), inactives show top-dose activity change, negative = inhibition, hits mostly inhibitors; actives 0.72% (n = 360,000); AID 1745845; further: potency means the concentration at half of the fitted maximal effect; on the % scale 0 is the no-effect control and ±100 the full control effect; nearly all actives have a fitted effect of over 55% in size
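qHTS (up to 57 uM final) was run with 24 h compound exposure of reporter cells at 37 °C. Each well was multiplexed: SteadyGlo luminescence measured ATXN2-luciferase expression after a fluorogenic Gly-Phe-AFC viability readout (25 uM final).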
S2 tox = viability counter-screen for ATXN expression inhibitors; actives 0.49% (n = 400,000); Potency, µM (highest dose often 56.7 µM), usual class: cytotoxic; S2 cells (HEK-293 line with an ATXN2-luciferase reporter) viability, CellTiter-Fluor protease fluorescence, 24 h; further: potency means the concentration at half of the fitted maximal effect; nearly all actives have a fitted effect of over 40% in size
SW480 rereplic = DNA re-replication induction in SW480 cells. SW480 DNA re-replication, Hoechst DNA content imaging, 48 h. Potency, µM (series often up to 46.1 µM), inactives show at the top dose re-replication activation, actives largely listed as activators. actives 1.8% (n = 340,000). AID 624297; further: potency means the concentration at half of the fitted maximal effect; % of control where 0% means no effect; nearly all actives have a fitted effect of over 55% in size
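Hoechst fluorescence of nuclei (405 nm excitation, 500-530 nm emission) measured by plate-scanning imager after 48 hr compound exposure at 37 C; re-replication scored as increased number of nuclei with elevated intensity.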
HepG2 viability = kills HepG2 cells in TGF-b inhibitor counter-screen. HepG2 CAGA-GFP viability, ATP luminescence, 18 h. Potency, µM (titrated, usually from 46.1 µM), without a hit: at the top dose activity change, negative = cytotoxicity, most hits filed as cytotoxic. actives 0.76% (n = 410,000). AID 588856; further: potency means the concentration at half of the fitted maximal effect; some results filed as inactive show a strong effect at the top dose
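HepG2 CAGA-GFP cells (1000/well, DMEM with 1% FBS) received compound, then TGF-beta at 500 pg/mL final, and were incubated 18 hours at 37 degrees C. Viability was read by CellTiter-Glo luminescence. Media-only wells were set as complete cell-killing and DMSO as no toxicity.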
Starred values were filed as active, the others as inactive; i = inactive; u = inconclusive; x = not tested or not shown; & = joins results of further samples; [ ] = remark or other dose. Unless noted, the call rests on the fitted dose curve; in most records, active means well fitted curve in the direction sought with a large enough effect; inconclusive means small, poorly fitted or top-dose-only effect, or another doubt; inactive means no such curve, though single readings can be large; an effect the other way counts as inactive or inconclusive.

SMILES | MCF10A rereplic | IL1B secr inh | HT1080 IDH1KD tx | HT1080NT lethal | KB-3-1 tox | ATXN2 expr inh | S2 tox | SW480 rereplic | HepG2 viability
O=C(NCc1cc(Cl)cc(Cl)c1)c1ccc2nc([C@H]3C[C@H](O)[C@@H](CO)O3)[nH]c2c1 | x | -2 | 11% | 0% | 0% | 6% | i | x | 9%
CC(C)(C)C(=O)CSc1ccc(S(=O)(=O)N2CCN(Cc3ccccc3)CC2)cn1 | 1% | -23 | -21% | -2% | -1% | 6% | i | 6% | -2%
CCCOc1ccc(C(=O)NCC(c2ccco2)N(C)C)cc1OC (stereo unspecified) | 8% | 6 | 7% | 3% | 5% | 6% | i | -8% | 3%
COc1c(Cl)cc(Cl)cc1C(=O)Nc1cccc2cccnc12 | x | x | x | x | 12% | 2% | i | x | -2%
OC1(CC#CCN2CCCCC2)c2ccccc2-c2ccccc21 | -7% | 14 | 11% | 2% | 6% | -7% | i | -13% | -15%
CCOC(=O)C1(Cc2cccc(Cl)c2)CCCN(C(=O)CCC(=O)N(C)C)C1 (stereo unspecified) | -8% | 49 | -2% | 9% | 0% | x | i | 2% | -11%
Cc1nn(C)c(Cl)c1CN1CCN(CC(C)C)C(CCO)C1 (stereo unspecified) | 28% | 9 | 5% | 0% | -14% | -11% | i | 0% | -3%
Cc1cc(NC(=O)CSc2nnnn2-c2ccc(C(C)C)cc2)no1 | -31%[inhibitor] | 3 | -8% | -13% | -2% | 0% | i | -1% | -1%
O=C(NC(Cc1ccccc1)C(=O)O)/C(=C\c1ccc(Cl)cc1)NC(=O)c1ccco1 (stereo unspecified) | -7% | 9 | 5% | 6% | x | 5% | i | -1% | -2%
N#C/C(=C\c1ccc(-c2ccccc2)o1)C(=O)Nn1cnnc1 | 0% | -16 | 11% | -2% | -2% | 56%[activator] | u | 8% | 6%
CCOc1cc(C(N)=O)cc(Br)c1OC | -1% | -13 | 10% | -4% | -4% | 17% | i | 5% | -1%
COc1ccccc1-n1cnnc1SC(C)C(=O)NCC1CCCO1 (stereo unspecified) | 1% | 12 | -2% | 1% | 2% | x | i | -5% | -17%
Cc1ccc(C2(C)NC(=O)N(CC(=O)Nc3nc(-c4ccccn4)cs3)C2=O)cc1 (stereo unspecified) | 25% | -104* | -28% | -8% | u | u | u | u | -31%
CCc1ccc(OCC(=O)NNC(=O)c2c(CC)noc2C)cc1 | 1% | 2 | 6% | -1% | 18% | -7% | u | -78%[inhibitor] | 1%
C[C@@H]1CN([C@@H](C)CO)C(=O)c2cc(NC(=O)c3ccncc3)ccc2O[C@@H](C)CCCCO[C@@H]1CN(C)C(=O)Cc1ccccc1 | x | 21 | 4% | 4% | -4% | 13% | i | x | 0%
Cc1ccc(Cn2c(C(=O)O)c(CNCc3ccccc3Cl)c3ccc(C)cc32)cc1 | x | x | x | x | 0% | 8% | u | x | -6%
Cc1ccc(NC(=O)CN2C(=O)COc3ccc(C)cc32)nc1 | -3% | 0 | -3% | 11% | 6% | -18% | i | -2% | 6%
CCc1nc2ccc(C(=O)N(C)CC(=O)Nc3ccccc3C(F)(F)F)cc2nc1CC | 3% | 30 | -4% | u | -23% | 2% | i | -3% | -4%
Cc1cc(=O)c(C(=O)O)nn1-c1ccccc1Cl | 4% | -8 | 27% | 27% | 7% | -15% | i | 0% | -2%
Cc1cccc(NC(=S)Nc2cccc3ccccc23)c1 | -1% | 20 | 0% | 4% | 18% | 13% | u | -3% | 0%
COCCCN1C(=O)C(=O)/C(=C(/O)c2ccc(S(=O)(=O)N3CCOCC3)cc2)C1c1cccc(Cl)c1 (stereo unspecified) | -9% | 10 | 3% | 15% | 17% | 0% | i | -6% | -1%
C=CCn1c(=O)c(C(=O)NCc2ccccc2)c(O)c2ccccc21 | 14% | 16 | -9% | -11% | -19% | x | i | -7% | -11%
CN(C)c1cccc(C(=O)N/N=C/c2ccccc2F)c1 | 7% | 0 | -16% | -22% | 24% | x | i | -3% | 1%
CN=c1nc(-c2ccccc2)n(-c2ccccc2)s1 | 6% | 30 | 5% | 22% | 0%&0% | 50%[activator] | i | 8% | -7%&-14%
O=S1(=O)CC(N2CCCCC2)CN1Cc1ccc(F)cc1 (stereo unspecified) | x | -23 | 23% | 18% | 0% | 10% | i | x | 0%
COc1cc(OC)cc(-c2c(C#Cc3ccsc3)c3cc(-c4cccc5[nH]ccc45)ccc3n2C)c1 | 4% | 3 | 23% | 9% | u | -4% | i | 1% | -1%
CN1CCN(c2ccc(S(=O)(=O)N3CCCCC3)cc2NC(=O)/C=C/c2ccc(OC(F)F)cc2)CC1 | u | -80* | u | u | -4% | -34% | i | u | -100%
COc1cccc(NC(=O)CC2Oc3ccccc3NC2=O)c1 (stereo unspecified) | 3% | 61 | 4% | 4% | -3% | 17% | i | -19% | -1%&2%
CCCN(C)C[C@@H]1OCCCC[C@@H](C)Oc2ccc(NS(=O)(=O)c3ccc(OC)cc3)cc2C(=O)N([C@H](C)CO)C[C@@H]1C | x | -18 | -7% | -20% | 0% | -6% | u | x | -17%
Cc1cccc(S(=O)(=O)NC(=O)C2(C)CCN2C(=O)c2sccc2C)c1 (stereo unspecified) | x | 4 | 5% | 1% | 0% | 2% | i | x | -11%
CCCCn1c(N)c(N(CC(C)C)C(=O)C2CC(=O)N(c3ccccc3C(C)CC)C2)c(=O)[nH]c1=O (stereo unspecified) | 0% | -6 | -3% | -3% | 0% | -14% | i | -18% | 1%
CCCCN(C)CCCNC(=O)Cn1ncc2c3ccccc3n(Cc3ccccc3)c2c1=O | x | x | x | x | -14% | -11% | i | x | -20%
CC(=O)N1CCN(c2ccc(NC(=O)c3ccccc3C)cc2)CC1 | u | -7 | 11% | 7% | 6% | 9% | i | -6% | 0%
COC(=O)c1ccccc1C(=O)N1CC(O)CO1 (stereo unspecified) | 0% | 41 | -1% | 0% | -1% | 15% | i | 1% | 4%
CC1CCc2nc3ccc(S(=O)(=O)N4CCC(C(=O)NCc5ccccc5Cl)CC4)cc3c(C(=O)O)c2C1 (stereo unspecified) | -1% | 34 | -2% | -6% | -9% | 1% | i | 6% | 9%&-16%
Cc1ccc(S(=O)(=O)N2CCN(C(=O)CNC(=O)c3ccc(Br)o3)CC2)cc1 | 10% | 13 | 3% | 1% | -1% | -3% | i | -2% | 3%
CC(C)c1[nH]c(=O)c(C#N)c2c1CSC(C)(C)C2 | -2% | 19 | -1% | -8% | -1% | -5% | i | -3% | 1%
COc1ccc(-c2cnc3c(c2)C(=O)N([C@H](C)CO)C[C@H](C)[C@H](CN(C)C(=O)Cc2cccnc2)O3)cc1 | x | -5 | 13% | 4% | 7% | -1% | u | x | 6%
Cc1ccc(Nc2nc(N)nc(CSc3nnnn3-c3ccccc3)n2)cc1 | 14% | 0 | -13% | -18% | 17% | 0% | i | 1% | -27%
CC(C)NC(=O)c1cc(C2CCCCN2C(=O)c2ccc(C(C)C)cc2)on1 (stereo unspecified) | x | 34 | 3% | -4% | -1% | -10% | i | x | -37%
COc1ccccc1CCNC(=O)NC1CCCCC1 | -5% | -15 | 10% | 10% | 17% | 11% | i | -8% | -5%
O=c1[nH]c2ccc(Cl)cc2c(-c2ccccc2)c1N1CCN(c2ccccn2)CC1 | 24% | 19 | 3% | 0% | -4% | -27% | u | u | -3%
CCN(CC)CCNC(=O)Cn1nc(-c2ccccc2)c2ccccc2c1=O | 0% | 0 | 1% | -2% | -3% | 3% | i | 1% | 1%
COc1ccc(NC(=O)c2ccc(NC(=O)C3COc4ccccc4O3)cc2)c(OC)c1 (stereo unspecified) | 2% | 8 | 20% | 17% | 15% | 21% | i | -7% | 0%
COc1cccc(CNC(=O)Cn2cc3c(n2)CCCCC3)c1 | 9% | 11 | 12% | 4% | 3% | 0% | i | -4% | -7%

Record cards, from the list above:
CCN(CC)CCNC(=O)Cn1nc(-c2ccccc2)c2ccccc2c1=O as listed: MCF10A rereplic = 0%; IL1B secr inh = 0; HT1080 IDH1KD tx = 1%; HT1080NT lethal = -2%; KB-3-1 tox = -3%; ATXN2 expr inh = 3%; S2 tox = i; SW480 rereplic = 1%; HepG2 viability = 1%
COc1ccc(-c2cnc3c(c2)C(=O)N([C@H](C)CO)C[C@H](C)[C@H](CN(C)C(=O)Cc2cccnc2)O3)cc1 as listed: MCF10A rereplic = x; IL1B secr inh = -5; HT1080 IDH1KD tx = 13%; HT1080NT lethal = 4%; KB-3-1 tox = 7%; ATXN2 expr inh = -1%; S2 tox = u; SW480 rereplic = x; HepG2 viability = 6%
COc1cccc(CNC(=O)Cn2cc3c(n2)CCCCC3)c1 as listed: MCF10A rereplic = 9%; IL1B secr inh = 11; HT1080 IDH1KD tx = 12%; HT1080NT lethal = 4%; KB-3-1 tox = 3%; ATXN2 expr inh = 0%; S2 tox = i; SW480 rereplic = -4%; HepG2 viability = -7%

IL1B secr inh, what is marked active above
Molecule	IL1B secr inh	SW480 rereplic
Cc1ccc(C2(C)NC(=O)N(CC(=O)Nc3nc(-c4ccccn4)cs3)C2=O)cc1 (stereo unspecified)	-104*	u
CN1CCN(c2ccc(S(=O)(=O)N3CCCCC3)cc2NC(=O)/C=C/c2ccc(OC(F)F)cc2)CC1	-80*	u

Screening data from PubChem.
